AmpC no deterg: qHTS Inhibitors of AmpC Beta-Lactamase (assay without detergent) | P00811 | AmpC nitrocefin hydrolysis, absorbance 480 nm, 0.0001% Triton | Potency, µM (titrated, usually from 57.1 µM), without a hit: top-dose activity change, negative = inhibition, usual class: inhibitors | 330,000 tested, 0.52% active | AID 485341, 2010;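 further: potency means the concentration at half of the fitted maximal effect; plate controls were no compound for no effect and no enzyme for full effect; nearly all actives have a fitted effect of over 20% in size; some results filed as inactive show a strong effect at the top dose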
Target sequence (P00811 whole entry, looked up): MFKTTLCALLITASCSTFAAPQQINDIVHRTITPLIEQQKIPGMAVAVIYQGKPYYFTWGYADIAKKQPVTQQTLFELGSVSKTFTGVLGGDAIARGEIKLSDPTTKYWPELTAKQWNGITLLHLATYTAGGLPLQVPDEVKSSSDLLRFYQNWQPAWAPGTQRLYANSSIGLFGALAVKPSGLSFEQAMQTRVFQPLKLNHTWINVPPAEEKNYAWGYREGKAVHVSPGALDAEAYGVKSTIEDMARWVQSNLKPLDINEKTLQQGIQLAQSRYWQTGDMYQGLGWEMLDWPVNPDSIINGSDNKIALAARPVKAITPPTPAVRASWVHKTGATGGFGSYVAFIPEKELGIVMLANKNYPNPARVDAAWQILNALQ
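AmpC (5.3 nM in the dispensed reagent) in 20 mM phosphate pH 7.0 with 0.01% (detergent screen) or 0.0001% Triton X-100 was preincubated with compounds for 15 min at room temperature. Nitrocefin was then added from an 800 uM solution, and hydrolysis was followed at 480 nm.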
TbPYK inhibitor: qHTS of Trypanosoma Brucei Inhibitors; pyruvate kinase (Trypanosoma brucei), Q57TT1; TbPYK enzyme, Kinase-Glo Plus ATP luminescence, 45 min; Potency, µM (series often up to 76.8 µM), inactives show at the top dose activity, negative = inhibition, actives largely listed as inhibitors; 410,000 tested, 0.12% active; AID 624173, 2012; further: potency means the concentration at half of the fitted maximal effect; nearly all actives have a fitted effect of over 50% in size
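Activity of T. brucei pyruvate kinase was followed by Kinase-Glo Plus luminescence after the enzyme reacted 45 min at room temperature with 130 uM ADP (final) and substrate. Test compounds were added before ADP at multiple concentrations.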
HCV inh: qHTS Assay for Inhibitors of Hepatitis C Virus (HCV). Huh7.5.1 HCVcc-Cre infection, luciferase reporter, 44 h. Potency, µM (series often up to 41.8 µM), for the others: top-dose activity change, negative = inhibition, usual class: inhibitors. 340,000 tested, 3.4% active. AID 651820, 2012; further: potency means the concentration at half of the fitted maximal effect
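HCVcc-Cre virus at an moi near 0.5 was added right after compound to cells cultured 4 h from seeding (1,000 cells/well). Luciferase activity was determined 44 h later, 15 min after substrate addition at RT.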
AmpC detergent: qHTS Inhibitors of AmpC Beta-Lactamase (assay with detergent); P00811; AmpC hydrolysis of nitrocefin, absorbance 480 nm, 0.01% Triton; Potency, µM (series often up to 114 µM), inactives show at the highest dose activity change, negative = inhibition, usual class: inhibitors; 370,000 tested, 0.041% active; AID 485294, 2010;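 further: potency means the concentration at half of the fitted maximal effect; 0% = no-compound wells and -100% = no-enzyme wells; nearly all actives have a fitted effect of over 25% in size; some results filed as inactive show a strong effect at the top dose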
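AmpC (5.3 nM in the dispensed reagent) in 20 mM phosphate pH 7.0 with 0.01% (detergent screen) or 0.0001% Triton X-100 was preincubated with compounds for 15 min at room temperature. Nitrocefin was then added from an 800 uM solution, and hydrolysis was followed at 480 nm.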
HCMV inh: qHTS Assay for inhibitors of the human cytomegalovirus (HCMV); HFF cells, HCMV-luciferase reporter, 72 h; stronger effect = lower value; activity change, negative = inhibition, % at 57.5 µM; 410,000 tested, 4.5% active; in the data active means activity change below about -60%; inconclusive means no clear call, values can overlap the other calls; inactive means above about -39%
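Two compound doses tested in HFFs infected with HCMV-luciferase, MOI 1 PFU/cell, 72 h at 37C. Lysate luminescence read with OneGlo; data normalized against buffer-only and 10uM Salinomycin inhibitor controls.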
AMA1 RON2 block: qHTS for Inhibitors of AMA1-RON; Towards Development of Antimalarial Drug Lead: Primary Screen; Potency, µM (highest dose often 58.2 µM), inactives show at the top dose activity change, negative = inhibition, hits mostly inhibitors; Plasmodium falciparum AMA1 (3D7) - RON2 peptide interaction; AlphaScreen AMA1-biotinylated RON2 peptide binding; 360,000 tested, 0.2% active;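 further: potency means the concentration at half of the fitted maximal effect; 0% = vehicle wells and -100% = peptide control; nearly all actives have a fitted effect of over 45% in size; some results filed as inactive show a strong effect at the top dose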
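AMA1 (3D7) with his tag at 25 nM final met compounds first, then biotinylated RON2 peptide at 25 nM; detection used donor plus acceptor beads, 10 µg/mL apiece, read by AlphaScreen after 30 min at room temperature.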
LmPK inh: qHTS Assay for Inhibitors of Leishmania Mexicana Pyruvate Kinase (LmPK). Q27686. purified LmPK, Kinase-Glo ATP luminescence, 1 h. 290,000 tested, 0.37% active. Potency, µM (highest dose often 57.5 µM), without a hit: at the top dose activity change, negative = inhibition, most hits filed as inhibitors; further: potency means the concentration at half of the fitted maximal effect
Target sequence (Q27686 whole entry, looked up): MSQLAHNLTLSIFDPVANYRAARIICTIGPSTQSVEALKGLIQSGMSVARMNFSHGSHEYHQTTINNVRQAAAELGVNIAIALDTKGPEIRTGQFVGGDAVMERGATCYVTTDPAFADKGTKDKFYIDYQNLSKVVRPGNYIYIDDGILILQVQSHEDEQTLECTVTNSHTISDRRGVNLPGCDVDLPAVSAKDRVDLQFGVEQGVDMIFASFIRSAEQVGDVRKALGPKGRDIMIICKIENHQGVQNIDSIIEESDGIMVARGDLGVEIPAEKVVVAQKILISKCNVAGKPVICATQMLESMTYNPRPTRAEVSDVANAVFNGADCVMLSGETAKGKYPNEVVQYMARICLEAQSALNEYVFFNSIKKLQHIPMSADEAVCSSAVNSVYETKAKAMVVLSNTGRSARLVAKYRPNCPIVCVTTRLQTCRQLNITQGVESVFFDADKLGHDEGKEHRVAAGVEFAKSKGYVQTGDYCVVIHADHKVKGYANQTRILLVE
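ATP generated from ADP (0.1 mM) and PEP (0.5 mM) by 0.1 nM LmPK over 1 h at room temperature (pH 7.2 imidazole buffer) was detected by coupled luciferase luminescence. Values were normalized to uninhibited and no-enzyme wells.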
Starred values were filed as active, the others as inactive; ? = inconclusive; . = no result given; [ ] = dose if it differs, or a comment. Unless noted, the call rests on the fitted dose curve; in most records, active means well fitted curve in the direction sought with a large enough effect; inconclusive means small, poorly fitted or top-dose-only effect, or another doubt; inactive means no such curve, though single readings can be large; an effect the other way counts as inactive or inconclusive. Unless noted, on the % scale 0 is the no-effect control and ±100 the full control effect.

SMILES | AmpC no deterg | TbPYK inhibitor | HCV inh | AmpC detergent | HCMV inh | AMA1 RON2 block | LmPK inh
Cc1ccn2c(Nc3ccc4c(c3)OCCO4)c(-c3ccc(C)s3)nc2c1 | . | -2% | . | 5% | 11 | . | .
CCOC(=O)c1cc(-c2nnc(SCC(=O)Nc3ccc(F)cc3)o2)c(C)nc1C | 14% | -14% | 4% | ? | 4 | 4% | 0%
CC(=O)OC[C@@H]1CN(Cc2ccccc2)C[C@H](n2cnc3c(NC4CCCC4)ncnc32)O1 | . | 1% | . | . | -33 | 5% | .
COC(=O)c1cc(NC(=O)CN2C(=O)CSC2=O)ccc1Cl | -15% | 1% | 11% | ? | -9 | -2% | 10%
COc1ccccc1N1CCN(C(=O)CSc2ccc3c(C)cc(C)nc3n2)CC1 | 177%[activator] | 3% | ? | -2% | -3 | -7% | 0%
CN1CCN(C(=O)C2=C[C@H](c3ccc(C(F)(F)F)cc3)C[C@H](OCCCCO)O2)CC1 | . | -4% | 8% | . | -23 | 12% | .
Cc1cccnc1NC(=S)Nc1ncccc1C | -8% | -12% | -1% | ? | 10 | 18% | ?
COc1ccc(CCNC2CCN(C)CC2)cc1OC | -1% | 4% | -13% | ? | -3 | 0% | -3%
Clc1cc(Br)ccc1OCCN1CCOCC1 | -2% | 6% | -11% | -3% | -8 | -3% | -1%
CC12CC3CC(C)(C1)CC(NCc1ccncc1)(C3)C2 | -28% | -6% | 7% | -4% | -27 | -2% | -5%
O=C(COc1ccc(S(=O)(=O)N2CCOCC2)cc1)NC1CCCCC1 | -3% | -2% | -15% | ? | 33 | -2% | .
CCOc1ccc(NC(=O)COc2cccc3c2CCN(Cc2cccnc2)C3=O)cc1 | -1% | 14% | . | 9% | -15 | -11% | -7%
COc1cccc(CNC(=O)c2ccc3c(c2)N(C)CCS3)c1OC | -2% | 0% | -22% | 1% | ? | -8% | 0%
CCOC(=O)C1(CCc2ccccc2)CCN(C2Cc3ccccc3C2)CC1 | -28% | -7% | -27% | -2% | -4 | -9% | 0%
Clc1ccc(C2Nc3cccc4cccc(c34)N2)cc1Cl | -37% | -11% | 10% | ? | 29 | 2% | 0%
CCN(CC)C(=O)CSc1nc2c(sc(=S)n2-c2ccccc2)c(=O)n1-c1ccccc1OC | 128%[activator] | 0% | ? | 2% | ? | -17% | -6%
CC(=O)NC(Cc1ccc(F)cc1)C(=O)NC1CCN(C(=O)Nc2cccc(C)c2)CC1 (stereo not drawn) | 20% | -7% | -7% | -13% | -11 | -10% | -6%
Cc1ccc(F)cc1CNC(=O)C1CCC(=O)N(CCc2ccccc2)C1 (stereo not drawn) | 71% | 3% | 3% | -11% | 36 | -3% | 0%
CCOc1ccccc1N=NC1C(=O)N(C(N)=S)N=C1C (stereo not drawn) | -5% | -16% | ? | 2% | ? | 100%[activator] | -3%
Cc1ccc(-c2noc(C3CCCN(C(=O)c4ccccc4)C3)n2)o1 (stereo not drawn) | 5% | -4% | -18% | -15% | 54 | 0% | -14%

Reformatted: results already given.
Values run as follows: AmpC no deterg | TbPYK inhibitor | HCV inh | AmpC detergent | HCMV inh | AMA1 RON2 block | LmPK inh
CCOc1ccc(NC(=O)COc2cccc3c2CCN(Cc2cccnc2)C3=O)cc1
    -1% | 14% | . | 9% | -15 | -11% | -7%
COc1cccc(CNC(=O)c2ccc3c(c2)N(C)CCS3)c1OC
    -2% | 0% | -22% | 1% | ? | -8% | 0%
CCOC(=O)C1(CCc2ccccc2)CCN(C2Cc3ccccc3C2)CC1
    -28% | -7% | -27% | -2% | -4 | -9% | 0%

Carrying on:
SMILES | AmpC no deterg | TbPYK inhibitor | HCV inh | AmpC detergent | HCMV inh | AMA1 RON2 block | LmPK inh
CCC1=NC(c2ccccc2)N(O)C1(C)C (stereo not drawn) | -13% | -25% | 1% | -9% | 33 | -14% | 0%
CC1C/C(=N\NC(=O)c2ccc([N+](=O)[O-])cc2)CC(C)(C)C1 (stereo not drawn) | -21% | -5% | 11% | 6% | -16 | 37%[activator] | 3%
COc1ccc(Cl)cc1NC(=O)c1c(-c2ccccc2)noc1C | -10% | 5% | ? | -7% | 17 | 0% | 9%
CC(C)CC(=O)N1CCN(Cc2ccccc2[N+](=O)[O-])CC1 | -2% | -17% | 4% | 2% | -29 | 5% | -1%
CCOC(=O)C1=C(C)NC(C)=C(C(=O)OCC)C1C(=O)OCC(=O)NC | 0% | -4% | 6% | -21% | 2 | -6% | -1%
CCOC(=O)C1CCCN(C(=O)c2ccc3ccccc3c2)CC1 (stereo not drawn) | . | 1% | . | . | -25 | 7% | .
CC1=C(C(=O)NC2CCCC(C)C2C)C2(CCCCC2)OC1=O (stereo not drawn) | 35µM* | 0% | 14% | -4% | 19 | 21% | 1%
Cc1nc(N2CCOCC2)c2c(C)c(C(=O)Nc3ccc(F)cc3Cl)sc2n1 | -23% | -11% | ? | -5% | 23 | 18% | 1%
CCOC(=O)N=Nc1c(O)n(Cc2ccccc2)c2ccccc12 | -20% | -4% | -23% | 1% | -25 | -8% | 14%
COc1ccccc1CNC(=O)/C=C/c1ccc(Br)o1 | -32% | -14% | 20% | 2% | -4 | -1% | -5%
O=C(CN1C2CCCC1CC(NC(=O)c1ccco1)C2)Nc1ccccc1C(F)(F)F (stereo not drawn) | 1% | -4% | ? | 0% | -34 | 12% | 5%
CN(C)CCNC(=O)CCn1nc(-c2ccc(Cl)cc2)ccc1=O | 0% | 1% | -11% | 0% | 39 | -8% | -1%
COc1ccc2c(c1)C(=O)[C@H](O)[C@@H](c1ccc(OC)c(Br)c1)O2 | -9% | -3% | 0%[8.37 µM] | -4% | -37 | 14% | 1%
NNC(=O)CC12CC3CC(C1)CC(n1ncnn1)(C3)C2 | -22% | 0% | 29% | 6% | ? | 9% | 5%
Cc1ccc(NS(=O)(=O)c2ccc(CCC(=O)N3CCCC3)cc2)cc1 | 41% | -2% | -3% | 1% | ? | 1% | 2%
Cc1cccc(N2CCN(C(=O)c3cnc4c(C)cccn4c3=O)CC2C)c1 (stereo not drawn) | . | 4% | . | 6% | -4 | . | .
CCN(CC)CCNC(=O)c1ccc(NC(=O)c2ccc(S(=O)(=O)N3CCCCCC3)cc2)cc1 | 102%[activator] | -8% | 10µM* | -2% | -32 | -19% | .
C=CCOC(=O)c1[nH]c2c(c1C)C(=O)CC(c1ccco1)C2 (stereo not drawn) | -12% | -17% | -25% | ? | . | -13% | 0%
CN(C(=O)c1sc2nc(N3CCOCC3)c3c(c2c1N)CCCC3)c1ccccc1 | 9% | ? | 11µM* | 2% | ? | 7% | -7%
COc1ccc(-c2cn3nc(N4CCCC(C(=O)NCCCOC(C)C)C4)sc3n2)cc1 (stereo not drawn) | . | -1%[15.4 µM] | . | 14% | 0 | . | .

(cont.)
SMILES | AmpC no deterg | TbPYK inhibitor | HCV inh | AmpC detergent | HCMV inh | AMA1 RON2 block | LmPK inh
CCOC(=O)c1c(C)[nH]c(C)c1S(=O)(=O)NCCN1CCN(c2ccccc2F)CC1 | 6% | -1% | 3% | 4% | -19 | 19% | -3%
Cc1ccccc1C1NC(c2ccccc2C)C([N+](=O)[O-])C(C)(C)C1[N+](=O)[O-] (stereo not drawn) | -1% | -2% | -29% | -2% | ? | -5% | 6%
COc1ccc(-c2oc3ncn(CCN4CCOCC4)c(=N)c3c2-c2ccc(OC)cc2)cc1 | 111%[activator] | 2% | 13µM* | -2% | ? | ? | -2%
Cc1cccc(C(=O)NC(=S)Nc2c(C)n(C)n(-c3ccccc3)c2=O)c1 | . | -5% | -4% | . | -17 | 12% | .
CC(=O)c1cccc(NS(=O)(=O)c2c(C(=O)N3CCCCCC3)c(C)n(C)c2C)c1 | . | 1% | . | -5% | -5 | . | .
CCOc1ccc(NC(=O)CSc2nnc(CNC(=O)C34CC5CC(CC(C5)C3)C4)n2CC)cc1 | . | -8% | . | -3% | -13 | . | .
CCOc1ccc(S(=O)(=O)Nc2ccc(S(=O)(=O)N3CCOCC3)cc2)cc1 | . | -1% | ? | 3% | -22 | 1% | 5%
O=C(COc1ccccc1)Nc1ccccc1N1CCN(c2ccccc2)CC1 | -18% | 4% | -4% | 2% | -10 | -7% | 6%
Cc1ccc(Cl)cc1NC(=O)C(NS(=O)(=O)c1cccs1)c1ccccc1 (stereo not drawn) | ? | -10% | -12% | -4% | -70* | 13% | -2%
COc1ccc([C@H]2CC(=O)C=C(c3ccc(C(=O)O)cc3)C2)cc1OC | -4% | 0% | 19% | 2% | 20 | 9% | .
CN(CC(=O)NCc1ccco1)C(=O)C1CC(=O)N(c2ccc3c(c2)OCCO3)C1 (stereo not drawn) | 47% | -3% | 4% | -6% | 0 | 11% | .
COc1ccc(/C=C/c2c(-c3ccccc3OC)sc3ccccc23)cc1OC | -17% | -2% | ? | . | 15 | 7% | .
COc1ccc(-c2ccc(SCC(=O)N3CC(=O)Nc4ccccc43)nn2)cc1 | -39% | -4% | 8% | 1% | ? | 5% | 3%
CCC(C(=O)Nc1ccc(S(=O)(=O)N(C)C2CCN(C)CC2)cc1)c1ccccc1 (stereo not drawn) | 29% | -3% | ? | 5% | 10 | 0% | .
COc1ccccc1/C=C/C=N/n1c(-c2ccc(Cl)cc2)n[nH]c1=S | -42% | ? | 9% | -9% | -10 | 55%[activator] | -1%
O=C(Nc1cc(F)cc(F)c1)c1ccc(NCCCN2CCCCCC2)c([N+](=O)[O-])c1 | -22% | -6% | ? | 2% | 36 | -13% | -4%[11.5 µM]
O=C(NNC1CC(=O)N(c2ccc(Br)cc2)C1=O)c1cccnc1 (stereo not drawn) | -41% | 1% | 5% | -10% | -12 | 47%[activator] | -1%[11.5 µM]
O=C(Nc1ccon1)c1cccc(C(F)(F)F)c1 | -7% | 4% | -5% | ? | -16 | -3% | 2%
O=C(CSc1ncnc2sc3c(c12)CCCC3)NC1CCS(=O)(=O)C1 (stereo not drawn) | 26% | -5% | -3% | . | -11 | -4%[11.6 µM] | .
CC1Cn2c(C(=O)NCc3ccccc3Cl)cc3cccc(c32)S1 (stereo not drawn) | . | 1%[15.4 µM] | . | 23% | ? | . | .
COc1ccc(CNC(=O)C(CCSC)NS(=O)(=O)c2ccccc2F)cc1 (stereo not drawn) | -11% | -2% | -17% | -11% | -30 | 22% | 1%

Some entries already given, limited to HCMV inh.
compound,HCMV inh
COc1ccc2c(c1)C(=O)[C@H](O)[C@@H](c1ccc(OC)c(Br)c1)O2,-37
NNC(=O)CC12CC3CC(C1)CC(n1ncnn1)(C3)C2,?

Screening results (PubChem)
